# BAZ2B block: inhibitors of human BAZ2B bromodomain | Potency, µM (doses to about 114 µM), for the others: at the highest dose activity change, negative = inhibition, hits mostly inhibitors | AlphaScreen BAZ2B-H3K14Ac peptide displacement | Q9UIF8 | hit rate 4.4% among 360,000; note: potency is the fitted concentration of half-maximal effect; % is set by controls: 0 for no effect and ±100 for the full control effect; nearly all actives have a fitted effect of over 60% in size
#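 AlphaScreen displacement: compounds (up to 110uM) incubated 30 min at room temperature with a preformed 50 nM BAZ2B/50 nM biotinylated H3K14Ac peptide complex in PBS pH 7.4 with Tween-20. Donor and acceptor beads at 10 ug/mL final added, 20 min light-protected before reading.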
# PI4K2A block: inhibitors of human PI4K2A. Q9BTU6. purified PI4K2A, ADP-Glo luminescence, 1 h; active compounds read low. activity change, negative = inhibition, % at 76.9 µM. hit rate 0.13% among 420,000; in the data active = activity change below about -50%; inconclusive = mostly about -30% to -49%;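 note: -100% = wells without enzyme as full effect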
# Target sequence (Q9BTU6 whole entry, looked up): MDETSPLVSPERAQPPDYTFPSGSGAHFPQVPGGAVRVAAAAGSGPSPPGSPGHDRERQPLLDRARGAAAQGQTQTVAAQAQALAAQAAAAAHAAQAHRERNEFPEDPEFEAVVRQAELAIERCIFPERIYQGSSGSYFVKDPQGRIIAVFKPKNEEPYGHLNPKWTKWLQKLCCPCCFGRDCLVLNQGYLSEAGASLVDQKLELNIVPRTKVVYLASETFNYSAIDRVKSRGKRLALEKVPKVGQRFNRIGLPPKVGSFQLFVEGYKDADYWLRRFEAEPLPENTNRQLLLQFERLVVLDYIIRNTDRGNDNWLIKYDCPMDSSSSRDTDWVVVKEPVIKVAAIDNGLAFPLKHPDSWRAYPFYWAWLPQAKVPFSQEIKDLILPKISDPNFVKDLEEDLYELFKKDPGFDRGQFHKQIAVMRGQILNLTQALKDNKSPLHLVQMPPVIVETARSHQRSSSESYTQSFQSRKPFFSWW
#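 In this quantitative HTS, ADP production by PI4K2A was quantified luminescently after 1 h at ambient temperature; 100 microM adenosine served as plate-quality control.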
# HP1b binding inh: HP1-beta chromodomain-methylated histone interaction inhibition | AID 540317 | hit rate 0.56% among 390,000 | Potency, µM (titrated, usually from 114 µM), inactives show at the highest dose activity change, negative = inhibition, most hits filed as inhibitors | P83916 | AlphaScreen HP1-beta / biotin-H3K9me3 peptide binding; note: potency is the fitted concentration of half-maximal effect; nearly all actives have a fitted effect of over 70% in size; inactives centre near 23
#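 HP1-beta protein (50 nM final) preincubated 30 min at room temperature with biotinylated H3(1-18)K9me3 peptide (50 nM) in PBS pH 7.4, 0.01% Tween-20, then compound added for 30 min. AlphaScreen streptavidin donor/nickel chelate acceptor beads (10 ug/mL final), 30 min dark, luminescence read.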
# RGS4 inhibitor: human RGS4 inhibition; AID 504845; Transcreener GDP fluorescence polarization, RGS4-accelerated GTP hydrolysis; Potency, µM (top dose mostly 114 µM), for inactives: top-dose activity change, negative = inhibition, actives largely listed as inhibitors; hit rate 0.039% among 390,000; note: potency is the fitted concentration of half-maximal effect; % is set by controls: 0 for no effect and ±100 for the full control effect; nearly all actives have a fitted effect of over 75% in size; some results filed as inactive show a strong effect at the top dose
# Target sequence (P49798 whole entry, looked up): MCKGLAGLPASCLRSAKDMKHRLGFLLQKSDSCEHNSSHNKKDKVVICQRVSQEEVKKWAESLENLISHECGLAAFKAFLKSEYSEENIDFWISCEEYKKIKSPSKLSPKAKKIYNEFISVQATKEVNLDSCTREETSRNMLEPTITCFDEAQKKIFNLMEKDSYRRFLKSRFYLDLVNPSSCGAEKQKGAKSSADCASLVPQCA
#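 MLSMR compounds (23 nl, pin-transferred) preincubated 10 min at room temperature with a 500nM (2x) first reagent, then RGS4 at 900nM (2x) plus Transcreener GDP mix added; fluorescence polarization (620/688 nm) read before and after 90 min at 30 °C.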
# G9a inh: G9a (human) methyltransferase inhibition. Q96KQ7. G9a H3K9 monomethylation, AlphaScreen, 2 h. Potency, µM (titrated, usually from 102 µM), inactives show at the highest dose activity, negative = inhibition, hits mostly inhibitors. hit rate 8.8% among 350,000. AID 504332; note: potency is the fitted concentration of half-maximal effect; % is set by controls: 0 for no effect and ±100 for the full control effect; nearly all actives have a fitted effect of over 75% in size
# Target sequence (Q96KQ7 913-1193 limits assumed): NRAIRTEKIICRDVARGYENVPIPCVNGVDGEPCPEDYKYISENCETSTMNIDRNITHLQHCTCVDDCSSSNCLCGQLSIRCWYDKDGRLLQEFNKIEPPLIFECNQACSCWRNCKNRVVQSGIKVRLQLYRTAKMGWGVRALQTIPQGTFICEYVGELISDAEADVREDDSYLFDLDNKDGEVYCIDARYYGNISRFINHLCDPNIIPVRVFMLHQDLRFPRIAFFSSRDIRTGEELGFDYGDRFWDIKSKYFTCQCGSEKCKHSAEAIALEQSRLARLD
#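 Chemiluminescent proximity detection of H3K9 monomethylation, read after 10 min bead incubation in the dark. Reaction: 20 nM G9a, 500 nM biotin-H3K9 peptide, 20 uM SAM cofactor, 2 h, room temperature, following 15 min enzyme-compound preincubation.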
# GLS inhibitor: glutaminase GLS (human) inhibition. O94925. GLS enzymatic activity, qHTS titration. Potency, µM (doses to about 45.5 µM), for the others: at the highest dose activity change, negative = inhibition, hits mostly inhibitors. hit rate 0.21% among 410,000; note: potency is the fitted concentration of half-maximal effect; % is set by controls: 0 for no effect and ±100 for the full control effect
#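 hKGA in 45 mM KH2PO4 pH 8.2, 0.02% Tween-20 with pin-transferred compounds; 1 mM L-glutamine (stock) plus glutamate oxidase/HRP/Amplex Red coupling added. Fluorescence read initially and after 30 min at RT.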
# ERG Ets-DNA blk: ERG Ets/DNA interaction inhibition; P11308; fluorescence polarization, His-ERG Ets domain / labelled DNA; Potency, µM (top dose mostly 76.9 µM), without a hit: at the highest dose FP activity, negative = inhibition, hits mostly inhibitors; hit rate 0.028% among 370,000; active = well fitted inhibition curve with a large enough effect in the polarisation, with a control signal flat; inconclusive = small, poorly fitted or top-dose-only effect, or effect the other way, or a change in a side signal; inactive = no such curve, though single readings can be large or run the other way; the % refers to the polarisation;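 note: polarization taken with two DNA probes labelled with fluorescein and Texas red; potency is the fitted concentration of half-maximal effect; % of control where 0% means no effect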
#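 His-tagged ERG Ets domain (1 uM in the protein solution; 300mM KCl, 50mM Tris-HCl, 1mM EDTA, 1mM DTT, pH 7.5) received compound, then a probe mix of 5 nM fluorescein-DNA and 100nM Texas-615-DNA. Fluorescence polarization was read for both dyes.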
# JMJD2A Tudor: inhibitors of human JMJD2A Tudor domain. AID 504339. AlphaScreen JMJD2A-Tudor / H3K4me3 peptide binding. Potency, µM (series often up to 114 µM), without a hit: at the top dose activity change, negative = inhibition, hits mostly inhibitors. hit rate 4.4% among 390,000; note: potency is the fitted concentration of half-maximal effect; % is set by controls: 0 for no effect and ±100 for the full control effect; nearly all actives have a fitted effect of over 50% in size
# 12-LOX inh: ALOX12 (human) lipoxygenase inhibition; hit rate 1.1% among 580,000; purified 12hLO, xylenol orange hydroperoxide absorbance; Potency, µM (highest dose often 108 µM), for inactives: at the top dose activity change, negative = inhibition, actives largely listed as inhibitors; P18054; note: potency is the fitted concentration of half-maximal effect; % is set by controls: 0 for no effect and ±100 for the full control effect
#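 Purified human 12hLO (150 nM final) in 25 mM Hepes, 0.01% Triton X-100, pH 7.0 was preincubated 15 min at room temperature with compound. Then 40 uM arachidonic acid was added, 30 min. Hydroperoxide was read by Fe-XO absorbance ratio 573/405 nm.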
# * = called active by the depositor; ? = inconclusive; nt = no result given; & = joins results of further samples; [ ] = remark or other dose. Unless noted, calls come from the whole dose curve; as a rule, active = well fitted curve in the direction sought with a large enough effect; inconclusive = small, poorly fitted or top-dose-only effect, or another doubt; inactive = no such curve, though single readings can be large; an effect the other way counts as inactive or inconclusive.
1: Cc1cc(C)cc(C(=O)NCC(=O)OCC(=O)N2CCN(S(=O)(=O)c3ccc4ccccc4c3)CC2)c1
2: COC(=O)c1cc2c(cc1NC(=O)c1cnn(-c3ccc(C)cc3)c1-n1cccc1)OCO2
3: Cc1cc(CNC(=O)Cn2nc(C)c([N+](=O)[O-])c2C)c2ccccc2n1
4: CCN1C(=O)c2ccccc2Sc2ccc(C(=O)NCCCN(CC(C)C)CC(C)C)cc21
5: COc1ccccc1N1CCN(C(=O)Cn2cnc3c2c(=O)n(C)c(=O)n3C)CC1
6: COc1ccc(C2=Nn3c(nnc3-c3ccccc3OC)SC2)cc1OC1CCOC1 (stereo not drawn)
7: CC(=O)NC(Cc1ccccc1C)C(=O)NC1CCN(C(=O)c2cccc(C)c2)CC1 (stereo not drawn)
8: C#CCOCCOCCOCCNc1nc(N2CCN(C(=O)C(Cc3cc4ccccc4[nH]3)n3cc(C(N)Cc4ccc(O)cc4)nn3)CC2)nc(N2CCN(C(=O)C(Cc3cc4ccccc4[nH]3)n3cc(C(N)Cc4ccc(O)cc4)nn3)CC2)n1 (stereo not drawn)
assay / compound	1	2	3	4	5	6	7	8
BAZ2B block	-3%	-27%	-19%	5%&-13%	-16%	nt	1%	11µM*
PI4K2A block	-8	-10	-1	2&2	0	-2	-2	-4
HP1b binding inh	-1%	30%	35%	13%&28%	30%	34%	87%[activator]	-36%
RGS4 inhibitor	8%	19%	-6%	-19%&-4%	-15%	-35%	-17%	?
G9a inh	3%[59 µM]	-5%[59 µM]	35µM*	33%	nt	nt	2%	-28%[12.7 µM]
GLS inhibitor	6%	-2%	-10%	-13%&9%	-22%	6%	-4%	-6%
ERG Ets-DNA blk	-5%	1%	-5%	-6%&-1%	4%	nt	-10%	2%
JMJD2A Tudor	-30%	-6%	-19%	3%&-31%	6%	-9%	-7%	8.9µM*
12-LOX inh	-9%	-14%	-18%	0%&-14%	?	-9%	11%	nt

# Full records, looked up by structure.
# Listed for CCN1C(=O)c2ccccc2Sc2ccc(C(=O)NCCCN(CC(C)C)CC(C)C)cc21 : BAZ2B block = 5%&-13%; PI4K2A block = 2&2; HP1b binding inh = 13%&28%; RGS4 inhibitor = -19%&-4%; G9a inh = 33%; GLS inhibitor = -13%&9%; ERG Ets-DNA blk = -6%&-1%; JMJD2A Tudor = 3%&-31%; 12-LOX inh = 0%&-14%
# Listed for COC(=O)c1cc2c(cc1NC(=O)c1cnn(-c3ccc(C)cc3)c1-n1cccc1)OCO2 : BAZ2B block = -27%; PI4K2A block = -10; HP1b binding inh = 30%; RGS4 inhibitor = 19%; G9a inh = -5%[59 µM]; GLS inhibitor = -2%; ERG Ets-DNA blk = 1%; JMJD2A Tudor = -6%; 12-LOX inh = -14%

# Further records follow:
9: COc1ccc(CC(=O)N2N=C(C)CC2(O)c2cccnc2)cc1 (stereo not drawn)
10: CCOc1ccccc1N1CCN(S(=O)(=O)CC)CC1
11: CCCc1cc(C(=O)Nc2sc3c(c2C(=O)OCC)CCCC3)no1
12: CC(C)(C)OC(=O)CNC(=O)c1[nH]cnc1C(=O)Nc1ccc(CNC(=O)OC(C)(C)C)cc1
13: CC[n+]1c(/C=C2/C=C(C)CC(C)C2)sc2ccccc21 (stereo not drawn)
14: Cc1nn(CC(=O)Nc2c(F)cc(F)cc2Br)c(=O)c2cccn12
15: O=C(NC1CCCC1)C(c1ccc(Cl)cc1)N1CCOCC1 (stereo not drawn)
16: NC(=O)CN1C(=O)C(=O)N(Cc2cccc(Cl)c2)C1=O
assay / compound	9	10	11	12	13	14	15	16
BAZ2B block	-23%	-4%	0%	0%	?	-21%	12%	-11%
PI4K2A block	0	-1	-2	-3	1	-2	4	12
HP1b binding inh	45%[activator]	9%	17%	28%	-4%	61%[activator]	17%	26%
RGS4 inhibitor	-1%	9%	-24%	20%	-38%[11.4 µM]	-19%[11.4 µM]	-3%	-6%
G9a inh	-39%[12.7 µM]	40µM*	-5%[59 µM]	-1%[12.7 µM]	7.9µM*	14%	22%[59 µM]	?
GLS inhibitor	-2%	5%	-3%	-5%	7%	-2%	-6%	0%
ERG Ets-DNA blk	10%	0%	-3%	2%	13%	-1%	6%	-4%
JMJD2A Tudor	-5%	-18%	1%	-32%	32µM*	-7%	-14%	-17%
12-LOX inh	-2%	-113%	-14%	1%	?	36%[activator]	-11%	-4%

17: NC(=S)Nc1ccc2cn[nH]c2c1
18: O=C(NCc1csc(-c2cccs2)n1)Nc1ccc(C(F)(F)F)cc1
19: CC(=O)c1cc(F)c(N2CCCC2)cc1C
20: CCOc1cc(CNc2ccc(S(N)(=O)=O)cc2)cc(Cl)c1OC
21: CCc1ccccc1NC(=O)c1cccc(Oc2ccc([N+](=O)[O-])cc2Cl)c1
22: CCN(CC)c1ccc(NC(=O)COC(=O)c2cccs2)cc1
23: N#Cc1c(NC(=O)CN2CCN(S(=O)(=O)c3ccc4c(c3)OCCO4)CC2)sc2c1CCC2
24: Nc1ccc(N2CCN(c3ccccc3)CC2)c(F)c1
assay / compound	17	18	19	20	21	22	23	24
BAZ2B block	-9%	0%	-13%	-3%	5%	45µM*	-31%	?
PI4K2A block	1	1	-10	-2	1	-2	0	-2
HP1b binding inh	24%	21%	47%	-4%	17%	-8%	29%	-29%
RGS4 inhibitor	-13%	7%	-3%	28%	24%	-4%	9%	8%
G9a inh	4%	nt	-9%[59 µM]	7%[59 µM]	-1%	1.3µM*	6%[12.7 µM]	?
GLS inhibitor	11%	9%	2%	6%	3%	24%	7%	?
ERG Ets-DNA blk	0%	-2%	12%	-9%	-10%	4%	2%	0%
JMJD2A Tudor	-10%	-10%	-16%	-14%	-22%	?	0%	?
12-LOX inh	-1%	120%[activator]	?	-27%	-9%	?	25%	9%

# Sorted by number of heavy atoms (rising): part of the list above
17: NC(=S)Nc1ccc2cn[nH]c2c1
19: CC(=O)c1cc(F)c(N2CCCC2)cc1C
24: Nc1ccc(N2CCN(c3ccccc3)CC2)c(F)c1
23: N#Cc1c(NC(=O)CN2CCN(S(=O)(=O)c3ccc4c(c3)OCCO4)CC2)sc2c1CCC2
assay / compound	17	19	24	23
BAZ2B block	-9%	-13%	?	-31%
PI4K2A block	1	-10	-2	0
HP1b binding inh	24%	47%	-29%	29%
RGS4 inhibitor	-13%	-3%	8%	9%
G9a inh	4%	-9%[59 µM]	?	6%[12.7 µM]
GLS inhibitor	11%	2%	?	7%
ERG Ets-DNA blk	0%	12%	0%	2%
JMJD2A Tudor	-10%	-16%	?	0%
12-LOX inh	-1%	?	9%	25%

# (list continues)
25: C=CCSC1=C(C#N)C(c2ccccc2)CC(=O)N1 (stereo not drawn)
26: O=C(C1CCCCN1S(=O)(=O)c1ccccc1)N1CCCCC1 (stereo not drawn)
27: COC(=O)CSc1nc2ccc(NC(=O)c3ccccc3C(=O)N3CCOCC3)cc2s1
28: CCOC(=O)C1CCN(C(=O)CSc2nc(N)cc(=O)[nH]2)CC1
29: Cc1ccc(C(=O)Nc2cc3[nH]c(=O)oc3cc2C)cc1
30: O=C(COC(=O)CNC(=O)c1cccc([N+](=O)[O-])c1)NCc1ccco1
31: O=C(O)c1cccc(NC(=S)NC(=O)C(c2ccccc2)c2ccccc2)c1
32: COc1ccc(NC(=O)COC(=O)Cc2ccc(Br)cc2)cc1
assay / compound	25	26	27	28	29	30	31	32
BAZ2B block	6%	-5%	8%	7%	4%	-6%	?	0%
PI4K2A block	2	-1	-1	7	1	6	-1	1
HP1b binding inh	25%	32%	32%	2%	35%	33%	32%	25%
RGS4 inhibitor	?	-27%	-31%	21%	-10%	4%	?	-8%
G9a inh	50µM*	3%[0.501 µM]	-42%	12%	49%[activator]	2%	-8%	18%
GLS inhibitor	2%	-3%	8%	5%	2%	-15%	23%	-14%
ERG Ets-DNA blk	6%	5%	5%	9%	4%	-4%	-14%	1%
JMJD2A Tudor	-24%	-6%	-3%	-9%	-4%	-3%	-6%	0%
12-LOX inh	?	86%&-37%	-7%	-8%	3%	1%	28µM*	-19%

33: CCC(OCC(O)CN1CCCCC1)c1ccccc1 (stereo not drawn)
34: COc1ccc2nc(NC(=O)c3cccc(N4C(=O)CCC4=O)c3)sc2c1
35: CCC(C(=O)OC(C)C(=O)Nc1ccc(Cl)cn1)c1ccccc1 (stereo not drawn)
36: COc1ccc(-c2oc3cc(O)c(OC)c(O)c3c(=O)c2OC)cc1O
37: O=C(/C=C/c1ccco1)NCc1ccc(F)cc1
38: O=C(O)CCCC(=O)Nc1ccc(Sc2ccc([N+](=O)[O-])cc2)cc1
39: CCOc1cc(NC(=O)C(C)C)c(OCC)cc1NC(=O)Nc1ccccc1
assay / compound	33	34	35	36	37	38	39
BAZ2B block	-22%	5%	19%	nt	?	?	0%
PI4K2A block	-4	-1	4	-8	-6	-18	-6
HP1b binding inh	83%[activator]	44%[activator]	60%[activator]	7%	-17%	12%	42%[activator]
RGS4 inhibitor	-8%	-11%	1%	7%	-40%	16%	-22%
G9a inh	9%	4%[12.7 µM]	78%[activator]	nt	?	-8%[12.7 µM]	nt
GLS inhibitor	-4%	-3%	0%	34%[activator]	-10%	8%	4%
ERG Ets-DNA blk	11%	1%	-6%	10%	7%	1%	-4%
JMJD2A Tudor	3%	-8%	23%	-18%	-7%[11.4 µM]	-26%	-4%
12-LOX inh	-22%	-2%	0%	?	32µM*	0%	?

# Only part of the results is shown, so the mix of outcomes need not match the whole.
